# Compound activity: PubChem, several laboratories
# IMP-1 inhibitor: IMP-1 metallo-beta-lactamase inhibitors, primary screen, biochemical, epi-absorbance readout, Pseudomonas aeruginosa enzyme; purified IMP-1, nitrocefin hydrolysis, epi-absorbance fluorescence; inhibition, % at 5.6 µM; 0.45% of 290,000 active;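 active means inhibition above the mean plus 3 SD of all compounds in the same screening run, cut at about 4.5% in these data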;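 further: 0% = IMP-1 with DMSO and 100% = DMSO wells lacking enzyme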
#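 System: purified recombinant IMP-1 beta-lactamase. Medium: Zinc- and detergent-supplemented HEPES buffer, pH 7.1. Compound: one 5.6 µM dose […]. Schedule: 15 min preincubation plus 25 min reaction at 25 °C. Technique: Epi-absorbance fluorescence, 480 nm excitation, 530 nm emission.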
# VIM-2 inhibitor: VIM-2 metallo-beta-lactamase inhibitors, primary screen, biochemical, epi-absorbance readout, Pseudomonas aeruginosa enzyme; 0.89% of 290,000 active; purified VIM-2, nitrocefin hydrolysis, epi-absorbance fluorescence; inhibition, % at 5.6 µM;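 active means inhibition above the mean of all tested compounds plus 3 SD, cutoff set per screening run, cut at about 7.5% in these data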;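 further: red hydrolysis product quenches plate fluorescence so inhibitors raise well fluorescence; 0% = enzyme with DMSO and 100% = DMSO without enzyme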
# UBC9 SUMO inh: inhibitors of in vitro SUMOylation cascade, primary screen, biochemical, HTRF, uHTS. HTRF SUMOylation assay, SAE1/SAE2 + UBC9. inhibition, % at 35 µM. AID 2006, 2009. SUMO-conjugating enzyme UBC9 (Homo sapiens), P63279. 0.36% of 290,000 active; in the data active means inhibition above about 50%, passing the limit was not always enough; further: strong numbers were not always called active
# PHOSPHO1 inh: PubChem AID 1565. Phosphoethanolamine/phosphocholine phosphatase (Homo sapiens), Q8TCT1. recombinant PHOSPHO1, absorbance phosphatase assay. inhibition, % at 13.3 µM. 1.1% of 290,000 active; in the data active means inhibition above about 60%
# HCV NS3 hel inh: inhibitors of HCV NS3 helicase, primary screen, biochemical, Cy5 molecular beacon fluorescence. Hepatitis C virus NS3 helicase. NS3 helicase DNA unwinding. inhibition, % at 10.9 µM. 0.56% of 290,000 active. AID 1800, 2009;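 active means inhibition above the mean of all tested compounds plus 3 SD, set per campaign, cut at about 35% in these data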;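 further: 0% = DMSO wells and 100% = thioflavine S control wells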
#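 System: Hepatitis C virus NS3 helicase domain fragment enzyme | Reagent: Annealed dual-labelled DNA beacon duplex, ATP-started | Compound dosing: 10.9 µM single point, 0.8% DMSO | Incubation: 1 h reaction at 25 °C, ATP-initiated | Technique: Cy5 fluorescence | Evaluation: Percent inhibition from t60/t0 fluorescence ratio | Benchmarks: Low DMSO, high thioflavine S at 110 µM | Replication: Singlicate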
# MEKK3 PB1 HTS: modulators of MEKK3-MEK5 PB1 binding, primary screen, biochemical, wildtype MEKK3, multiplex bead flow cytometry, Alexa488-MEK5 | Mitogen-activated protein kinase kinase kinase 3 (Homo sapiens), Q99759 | bead-based flow cytometry, Alexa488-MEK5 binding to MEKK3; actives lie on both sides; 0 = blocked by unlabeled MEK5, 100 = vehicle | binding response (% of control), % at 10 µM | 1.4% of 290,000 active | AID 1529, 2009;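 active means binding response more than 3 SD above or below the average of its plate-row segment, actives on both sides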;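 further: Alexa488 bead fluorescence after subtracting the streptavidin-only scavenger bead signal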
# FID counter: compounds displacing fluorescent DNA intercalator, primary screen, artefact control for HCV NS3 helicase inhibitor project, biochemical, FID fluorescence. DNA fluorescent intercalator displacement. inhibition, % at 7.9 µM. 0.17% of 290,000 active; in the data active means inhibition above about 37%;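 further: 0% = vehicle and 100% = reference compound; higher means more ethidium bromide displaced from hairpin DNA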
# IDE act: human IDE activators in live cells, primary screen, fluorescence polarization, HEK cells, FAbeta-B substrate; Insulin-degrading enzyme (Homo sapiens), P14735; 0.073% of 340,000 active; FAbeta-B cleavage; 0% vehicle, 100% cell-free pure enzyme wells; activation, % at 5.96 µM; AID 493087, 2011;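 active means activation above the mean of all tested compounds plus 3 SD, set per screening campaign, cut at about 17% in these data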
# Target sequence (P14735 whole entry, looked up): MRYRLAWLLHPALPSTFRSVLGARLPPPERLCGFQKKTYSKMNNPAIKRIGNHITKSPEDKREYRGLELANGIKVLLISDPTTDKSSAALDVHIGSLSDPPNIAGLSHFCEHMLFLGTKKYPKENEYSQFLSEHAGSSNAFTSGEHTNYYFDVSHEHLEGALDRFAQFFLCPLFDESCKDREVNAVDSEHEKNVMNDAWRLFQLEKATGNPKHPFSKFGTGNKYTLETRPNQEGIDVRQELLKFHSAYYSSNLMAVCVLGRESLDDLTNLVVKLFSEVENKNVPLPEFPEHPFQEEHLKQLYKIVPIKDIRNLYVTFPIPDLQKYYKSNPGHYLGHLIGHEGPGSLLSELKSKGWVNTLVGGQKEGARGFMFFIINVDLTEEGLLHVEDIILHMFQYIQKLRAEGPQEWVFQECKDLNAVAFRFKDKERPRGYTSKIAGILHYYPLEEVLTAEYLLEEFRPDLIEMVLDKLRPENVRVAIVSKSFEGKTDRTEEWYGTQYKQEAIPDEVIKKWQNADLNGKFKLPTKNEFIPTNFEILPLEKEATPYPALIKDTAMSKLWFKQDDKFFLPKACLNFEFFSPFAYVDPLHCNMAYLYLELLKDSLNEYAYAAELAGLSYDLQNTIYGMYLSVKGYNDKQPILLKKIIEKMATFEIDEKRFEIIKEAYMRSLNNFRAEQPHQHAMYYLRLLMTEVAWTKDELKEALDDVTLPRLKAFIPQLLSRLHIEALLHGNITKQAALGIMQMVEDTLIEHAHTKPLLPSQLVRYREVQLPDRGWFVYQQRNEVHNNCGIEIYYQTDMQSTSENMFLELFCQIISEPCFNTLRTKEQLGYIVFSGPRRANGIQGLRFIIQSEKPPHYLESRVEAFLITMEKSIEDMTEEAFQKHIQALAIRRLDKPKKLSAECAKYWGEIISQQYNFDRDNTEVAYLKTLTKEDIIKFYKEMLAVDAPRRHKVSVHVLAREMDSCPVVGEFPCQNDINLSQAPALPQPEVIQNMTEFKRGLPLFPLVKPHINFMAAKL
# pCIP destab: p/CIP-EGFP fusion destabilizers, primary screen, fluorescence, F442A cells | 0.01% of 290,000 active | decrease of EGFP signal, % at 10 µM | 16 h;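 active means EGFP signal decrease of at least 30% at 10 µM or well 3 SD below plate mean, unless failing retest; inactive means the rest, including hits failing retest or dose response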; further: some compounds called inactive have numbers as strong as hits; many of its hits are not listed in these tables
# * marks the source's active call; other numbers are inactive results; / = not tested or not shown; & = joins results of further samples; [ ] = remark or other dose. An excerpt. The share of hits here may be higher or lower than overall.
SMILES,IMP-1 inhibitor,VIM-2 inhibitor,UBC9 SUMO inh,PHOSPHO1 inh,HCV NS3 hel inh,MEKK3 PB1 HTS,FID counter,IDE act,pCIP destab
CCOc1cc(N2CCOCC2)c(OCC)cc1NC(=O)C1=NN(c2cccc(C)c2)C(=O)CC1,-3.4,-1.2,-11,-3,12,96,-27,5,-2
COc1ccc(C(=O)COC(=O)C(C(C)C)N2C(=O)C3C4C=CC(C4)C3C2=O)cc1 (stereo not given),-3.2,-1.8,11,32,-5,100,-29,2,-9
Cc1ccc(CN2CCN(/N=C/c3cc(Br)ccc3F)CC2)cc1,-3.1,-1.7,9,13,-4,102,1,3,-4
CCCC(=O)C1=C(N2CCCCC2)CC(C)(C)C(C(=O)OC)C1=O (stereo not given),-1.3,-2.4,9,-11,-1,85,7,1,-3
O=C(COCc1cc(-c2ccc3c(c2)OCO3)on1)N1CCN(c2cccc(C(F)(F)F)c2)CC1,-2.6,-1.5,15,38,-21,97,-26,5,-4
Cc1ccc(S(=O)(=O)n2cc(C=O)c3ccccc32)cc1,-2.6,-1.7,6,10,-19,99,-1,8,-36
O=c1[nH]cc(S(=O)(=O)c2ccccc2)[nH]1,-2.5,-1.8,5,28,-2,105,2,4,-4
CCc1nnc(NC(=O)C2CCCN2C(=O)Nc2ccccc2OC)s1 (stereo not given),-6.9,-5.5,-3,7,9,93,-16,6,9
CC(=O)c1cccc(NC(=O)c2cc3ccccn3n2)c1,-5.6,-0.8,3,-9,3,/,-6,7,0
O=C(CN1CCNC(=O)C1)NCCc1ccc(Cl)cc1Cl,-2.1,-1.9,7,11,6,105,-4,-10,4
O=C(Nc1ccc(Cl)cc1)[C@@H]1[C@@H]2C(=O)N(c3cccc(F)c3)C(=O)[C@@H]2[C@H]2C=CC=NN21,-3.4,-3.3,8,-48,21,107,-4,-2,-13
COc1cc(NC(=O)c2ccc(OC)c([N+](=O)[O-])c2)ccc1NC(=O)c1ccco1,-3.9,-2.9,4,3,-9,101,-3,6,-6
COCCn1c(=NC(=O)CSCC(=O)Nc2cc(C)on2)sc2cc(C(=O)OC)ccc21,0.6,-1.9,8,-3,-15,98,-4,1,-5
Nn1c(-c2ccc(O)cc2)nnc1-c1ccc(O)cc1,-2.4,-0.8,19,38,-10,119,-1,-1,-3
O=C(NCC1CCN(S(=O)(=O)c2ccccc2)CC1)Nc1ccccc1,-5.1,-5.0,-12,-28,-5,98,-18,4,2
COc1ccccc1N1CCN(C2CCCN(C(=O)Cn3cccn3)C2)CC1 (stereo not given),-2.9,-0.8,7,23,-3,100,-4,-3,-6
Cc1nc(N)[nH]c(=O)c1CCC(=O)OCC(C)C,-6.0,-1.8,9,-23,13,80,-2,0,-8
COc1ccccc1-[n+]1c(C)cc(/C=C2\Sc3ccccc3N2C)cc1C,-3.0,5.9,-11,-100,-30,91,-1,-70,-677
O=C(NCC(=O)N1CCN(c2ccccc2)CC1)c1cccs1,-0.5,-2.1,1,/,5,100,-9,-4,9
Cc1cccc(N2CCN(C(=O)N3CCOCC3)CC2)c1C,-2.7,-1.7,-1,20,-4,107,-16,-1,4

# Just MEKK3 PB1 HTS, for three of the compounds above:
canonical_smiles | MEKK3 PB1 HTS
O=C(Nc1ccc(Cl)cc1)[C@@H]1[C@@H]2C(=O)N(c3cccc(F)c3)C(=O)[C@@H]2[C@H]2C=CC=NN21 | 107
COc1cc(NC(=O)c2ccc(OC)c([N+](=O)[O-])c2)ccc1NC(=O)c1ccco1 | 101
COCCn1c(=NC(=O)CSCC(=O)Nc2cc(C)on2)sc2cc(C(=O)OC)ccc21 | 98

# Next entries follow:
SMILES,IMP-1 inhibitor,VIM-2 inhibitor,UBC9 SUMO inh,PHOSPHO1 inh,HCV NS3 hel inh,MEKK3 PB1 HTS,FID counter,IDE act,pCIP destab
COc1ccc(S(=O)(=O)NNC(=O)c2csc(-n3nc(C)cc3C(F)(F)F)n2)cc1,-1.9,-2.9,-10,19,0,103,-24,7,-23
CC(C(=O)Nc1ccccc1C(=O)N1CCOCC1)N(c1ccccc1)S(C)(=O)=O (stereo not given),-3.0,-0.4,13,-35,4,104,-6,-5,2
CC1CN(C(=O)c2cc3cc(F)ccc3[nH]2)CC(C)O1 (stereo not given),-4.0,-1.8,-4,48,-4,97,-9,2,-7
O=C(NCc1ccc(C(F)(F)F)cc1)C1CC(c2c(Cl)cccc2Cl)=NO1 (stereo not given),-2.6,-2.0,4,16,-4,101,-26,4,-7
COc1ccc(C(=O)N/N=C(\C)CC(=O)Nc2ccccn2)cc1OC,-2.6,-3.9,4,40,6,103,-21,-2,-1
CCCC(=O)C1=C(O)C(C(=O)OC)C(C)(C)CC1=Nc1ccncc1 (stereo not given),-3.6,-5.1,9,16,-3,104,-4,-2,-19
COc1ccc(CN2CCCC(C(=O)Nc3cccc(-n4cccn4)c3)C2)cc1 (stereo not given),-0.4,0.0,2,23,-24,108,11,9,12
Cc1nc2ccc(NC(=O)c3ccc(Cl)c([N+](=O)[O-])c3)cc2s1,-4.4,-2.7,-8,-4,6,101,5,1,3
S=c1[nH]nc(-c2ccco2)n1/N=C/c1ccc(Cl)cc1Cl,-1.0,-3.9,-22,41,9,102,-6,-2,0
N[C@@H]1CONC1=O,-3.0,-4.5,0,20,-9,105&98,-3,/,-8
O=C(NCc1ccccn1)c1cn(CCc2ccccc2)nn1,-2.6,-1.4,12,10,5,110,-7,1,-14
CCCN1Cc2cccc(C(N)=O)c2C1=O,-1.0,-0.7,20,-9,5,101,2,1,-11
COc1ccccc1C(=O)NNC(=O)c1cccc(Cl)c1,-4.2,-2.9,3,-3,-3,104,-2,-6,-16
CSc1nc2sc3c(c2c(=O)[nH]1)CCc1ccccc1-3,-3.8,-2.0,5,1,0,88,-1,-1,22
O=C(/C=C/c1cn(CC(O)CN2CCCCC2)c2ccccc12)c1ccccc1 (stereo not given),-3.5,-2.2,14,25,-44,98,11,0,-3
CN1C(=O)CSC1=NC12CC3CC(CC(C3)C1)C2,-4.8,-3.1,-4,13,5,20*[inhibitor],-4,2,-6
Cn1c(SC/C=C/c2ccccc2)nnc1-c1cnccn1,0.0,-1.7,6,6,-1,105,-15,2,-24
NC(=O)C1CCN(c2nc(-c3ccccc3)nc3c2oc2ccccc23)CC1,-2.9,-1.9,4,1,3,97,0,-4,-8
Cc1ccc(CNC2CCCCC2)s1,-1.2,-1.1,11,40,6,111,-1,0,-3
Cc1cc(C)nc(SCCC(=O)Nc2ccc(F)cc2)n1,-1.9,-1.0,10,36,4,112,4,2,-4
O=C(O)c1ccc(OCC(O)Cn2c3ccccc3c3ccccc32)cc1 (stereo not given),-2.6,-2.1,9,20,6,100,-32,3,-14
O=C(CCn1c(=O)c2sccc2n(Cc2cc(=O)n3ccccc3n2)c1=O)NCc1ccco1,-3.7,-1.0,27,18,3,95,-11,5,-9
Cn1cc([N+](=O)[O-])c(C(=O)N/N=C/c2ccccc2)n1,-2.4,-2.5,30,18,-2,99,-1,-2,1
CCCOc1ccc(C(=O)NCC(C)(C)N2CCOCC2)cc1,-4.1,-3.6,8,13,-3,97,0,-1,-27
Cc1cc(C)c(C)c(OCCN2CCOCC2)c1,-6.6,-2.3,-3,/,3,102,0,1,-12
C=CCNC(=S)NCC1COc2ccccc2O1 (stereo not given),-4.6,-1.0,15,8,-4,106,1,-1,-19
COC(CNc1ccc([N+](=O)[O-])c(NCC(OC)OC)c1C#N)OC,-0.3,-2.9,6,25,3,100,-5,6,-6
O=C(CSc1ncccn1)N1CCC(Cc2ccccc2)CC1,-2.4,-1.6,4,2,-1,103,-19,-3,3
CC1=C(C(=O)OCc2ccc3c(c2)OCO3)C(c2ccccc2)NC(=O)N1 (stereo not given),-2.6,-3.1,16,-9,-6,95,-21,-6,-8
COC(=O)c1c(NC(=O)CN2CCN(c3ccccc3OC)CC2)c2c(C)cccc2n1C,-2.5,-3.8,12,9,4,102,1,/,-10
COc1ccc2cc(CCC(C)=O)ccc2c1,0.1,1.1,18,44,0,82,-7,-1,-2
CCC(C)[C@H](NC(=O)N1CCCC1)C(=O)O (stereo not given in full),1.1,-4.8,7,7,12,103,-3,7,-5
CNc1c(NS(=O)(=O)c2ccc(OC)c(Cl)c2)c(=O)oc2ccccc12,-1.6,-3.5,17,43,-2,106,-18,1,-6
C=CCn1c(=O)c(C(=O)NCCNCC)c(O)c2ccccc21,-1.3,3.2,13,13,-2,101,12,-1,0
COc1ccc(CCNC(=S)Nc2cccc(C)c2)cc1,0.8,-1.9,1,0,6,106,-7,2,-5
CCOC(=O)N1CCC(N2Cc3cccc(C(=O)Nc4ccc(OC)c(OC)c4)c3C2=O)CC1,-3.1,-0.7,2,-7,8,103,-9,4,-5
O=C(O)c1cc(S(=O)(=O)NC(Cc2c[nH]c3ccccc23)C(=O)O)ccc1Cl (stereo not given),-2.6,-3.6,16,38,8,102,-12,1,-2
CC(=O)Nc1ccc2c(CSc3nnc(-c4cccnc4)n3-c3ccc(C)cc3C)cc(=O)oc2c1,-1.0,-1.7,25,-30,-9,107,-35,-19,-5
CCC(=O)N1c2ccccc2[C@@H](N(C(C)=O)c2ccccc2)C[C@H]1C,0.5,-1.2,13,6,1,106,-21,-2,-4
CCCCOc1ccc(-c2ncc([N+](=O)[O-])cn2)cc1,-4.5,-3.3,9,16,4,86,0,2,0
COCCNc1c(-c2ccc(O)cc2)nc2ccc(Cl)cn12,-2.4,-1.6,18,-1,-2,93,-3,4,-1
COc1ccc(N2CCN(C(=O)Cn3c(=O)[nH]c4ccccc4c3=O)CC2)cc1,-4.1,3.3,-2,40,1,101,-5,/,5
COc1cc(OC)cc(C(=O)NCCSCc2ccc(Cl)cc2)c1,-5.2,-3.6,5,14,-3,105,-20,6,-9
O=C(Nc1cccc(-n2cnnn2)c1)c1cccc(Cl)c1,-1.7,-2.0,-2,7,-1,98,-10,-11,-1
COc1cc2c(cc1OC)CN(C(=O)CCCN1C(=O)c3ccccc3C1=O)CC2,-3.1,-0.7,7,16,-2,98,-4,-3,-11
CC(=O)Nc1ccc(Nc2ccc3nonc3c2[N+](=O)[O-])cc1,-1.6,1.6,-10,0,1,107,3,4,6
COc1ccccc1-n1nnnc1SCC(=O)Nc1ccccn1,-3.9,-3.8,0,26,5,95,-6,2,-2
Cc1ccc(NC(=O)CSc2ccc(-c3ccccn3)nn2)cc1,-3.4,-0.7,8,-20,-6,94,-10,4,2
